Source: PubChem BioAssay (The Scripps Research Institute Molecular Screening Center)
PAFAH2 FP inh – PAFAH2 (human) inhibition. Q99487. AID 492956. inhibition, % at 3.39 µM. actives 0.99% (n = 340,000). recombinant PAFAH2, FP-rhodamine activity probe, fluorescence polarization;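 active means inhibition above the mean over all tested compounds plus 3 SD, cut at about 30% in these data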;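 further: inhibitors block probe labeling of enzyme so polarization drops; 0% = enzyme with DMSO and 100% = wells lacking PAFAH2 protein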
Starred values were filed as active, the others as inactive; & = joins results of further samples.

SMILES | PAFAH2 FP inh
Cn1cccc1/C=C1\C(=O)NC(=O)N(CCC2=CCCCC2)C1=O | 25.5
N#CC1c2ccccc2-n2nncc2CN1S(=O)(=O)c1cc(Cl)cc(Cl)c1 (centres undefined) | 4.7
O=[N+]([O-])/C=C/c1c(Cl)cccc1Cl | 9.6
COC(=O)C1=C(C(=O)OC)C2c3ccccc3C1c1ccccc12 | -8.6
O=C1NC(=O)C2(CCN(c3ccccc3)CC2)C(=O)N1 | 1.1
COc1cc(C(=O)OC2C[C@H]3CC[C@@H](C2)N3C)ccc1O (some centres undefined) | 8.0
CC(=O)N1Cc2cnnn2-c2ccccc2C1(C#N)Cc1ccccc1 (centres undefined) | -2.4
CC(=O)OC(C)(C)/C=C/C(=O)C(C)(O)C1C(O)CC2(C)C3CC=C4C(CC(O)C(=O)C4(C)C)C3(C)C(=O)CC12C (centres undefined) | 6.7
CC12CC(=O)C3C(CCC4CC=CCC43C)C1CCC2=O (centres undefined) | 3.3
CC1(C)CCCN1CCC(C(N)=O)(c1ccccc1)c1ccccc1 | -0.2
NC(Cc1ccc(O)cc1)C(=O)NN=Cc1ccc(N(CCCl)CCCl)cc1 (centres undefined) | 4.8
COc1ccccc1NC(=O)c1cn(CCC#N)nc1-c1cccc(Cl)c1 | -3.0
CC12CCC3C(CCC4(O)CC(O)CCC34C=O)C1(O)CCC2C1=CC(=O)OC1 (centres undefined) | 11.0
CC(=O)OC1CC(OC2C(O)CC(OC3C(O)CC(OC4CCC5(C)C(CCC6C5CCC5(C)C(C7=CC(=O)OC7)C(O)CC65O)C4)OC3C)OC2C)OC(C)C1OC1OC(CO)C(O)C(O)C1O (centres undefined) | -2.5
COc1ccc(N2C(=O)C(=O)N(c3ccc(OC)cc3)P2(=O)N(CCCl)CCCl)cc1 | -3.0
CCOC(=O)C1=C(NC(=S)NC(=O)c2ccccc2)c2ccccc2CC12CCCC2 | -4.8
c1ccc2sc(C3CCNCC3)nc2c1 | -3.0
COP(=S)(OC)Oc1ccc(Sc2ccc(OP(=S)(OC)OC)cc2)cc1 | 8.8
CSc1nc(Cl)c(Br)c(N2CC2)n1 | 8.0
CC(=O)c1cn(Cc2ccccc2F)c2ccccc12 | -5.2
CCOc1cc(C=C2C(=O)NC(=S)NC2=O)ccc1O | 3.7
O=C1NC(=S)NC(=O)C1=Cc1ccc(OCc2ccccc2)cc1 | 0.3
CCC(=O)O[C@H]1CC[C@H]2[C@@H]3CCC4=CC(=O)CC[C@]4(C)[C@H]3CC[C@]12C | -3.6
CC12CCC3C(CC=C4CC(O)CCC43C)C1CC(=CN1CCOCC1)C2=O (centres undefined) | 3.4
NC(=O)c1cc([N+](=O)[O-])cc([N+](=O)[O-])c1 | -5.5
CC1([N+](=O)[O-])COP(=O)(Nc2cccc(Cl)c2)OC1 (centres undefined) | 3.1
CC1([N+](=O)[O-])COP(=O)(Nc2ccc(Cl)cc2)OC1 (centres undefined) | 1.5
CNC(=O)Oc1ccccc1C1CCCCC1 | -1.4
NC(=Nc1ccccc1)NN=Cc1c[nH]c2ccccc12 | 5.7
COc1ccc(-c2n(-c3ccccn3)c3ccccc3[n+]2-c2ccccn2)cc1 | 0.6
CC1C(=O)OC2CCN3CC4OC4(COC(=O)C(C)(O)C1(C)O)C23 (centres undefined) | 17.2
COc1ccc(/C=C/C=C2C(=O)NC(=S)NC2=O)cc1 | 14.2
NP(=O)(Nc1ccccc1)Nc1ccccc1 | -3.0
N#Cc1cn(C2OC(CO)C(O)C2O)c2ncnc(N)c12 (centres undefined) | 0.4
CC(N)Cc1c[nH]c2ccc(O)cc12 (centres undefined) | 7.5
CCOC(=O)C1(c2ccccc2)CCN(CC(O)c2ccc(NC(C)=O)cc2)CC1 (centres undefined) | 8.5
COc1cc(C=C2C(=O)NC(=O)NC2=O)ccc1OCc1ccc([N+](=O)[O-])cc1 | 7.1
CC1([N+](=O)[O-])COP(=O)(Nc2ccc(F)cc2)OC1 (centres undefined) | 9.0
COc1cccc(OCc2cc(C(=O)N3C[C@H]4C[C@@H](C3)c3cccc(=O)n3C4)no2)c1 | -4.1
CCOC(=O)C1(c2ccccc2)CCN(CCC(=O)Nc2cccc(Br)c2)CC1 | 6.4
CC1=CC2OC3CC4OC(=O)C=CC=CC(=O)OCCC(C)C(O)C(=O)OCC2(CC1O)C4(C)C31CO1 (centres undefined) | -1.6
CN1C(=O)C(Cc2ccccc2)C(=O)N(C)C1=O | 5.1
O=[N+]([O-])c1oc2ccc3ccccc3c2c1CCO | 7.5
CC(CN(C)C1CCN(C)CC1)c1ccccc1 (centres undefined) | -2.2
CCC1(CC(C)C)C(=O)NC(=S)NC1=O | -3.8
O=C(CCN1CC2CCC(CC2)C1)c1cccs1 | -0.8
CC1C=CCCC12C(=O)NC(=O)NC2=O (centres undefined) | -10.4
CN1OC[C@@H]2CN[C@H](c3ccccc3Br)C[C@@H]21 | 6.8
COc1cc2c(cc1OC)C1C(=O)c3ccc4c(c3OC1CO2)CC(C(C)C)O4 (centres undefined) | 5.8
Nc1ncnc2c1ncn2[C@@H]1O[C@H](COP(=O)(O)CP(=O)(O)O)[C@@H](O)[C@H]1O | -2.7
O=C1NC(=O)C(=Cc2ccco2)C(=O)N1 | 4.5
CC(C)(C)N1CC(C(=O)c2ccccc2)C1c1ccccc1 (centres undefined) | -4.8
CN1CN(c2ccccc2)C2(CCN(CCCSc3ccccc3NC(=O)/C=C/c3ccccc3)CC2)C1=O | -0.8
C[C@]12CCC3C(CC[C@H]4[C@@H](O)[C@H](O)CC[C@]34C)C1CCC2=O (some centres undefined) | -0.2
CCCCC1(CCO)C(=O)NC(=S)NC1=O | 8.4
C=CCCC1(C2=CCCCC2)C(=O)NC(=O)NC1=O | -2.7
COc1cc2[nH]c(=O)n(-c3ccc(C)cc3)c(=O)c2cc1OC | 15.2
O=c1[nH]c(=S)n(-c2ccccc2)c(O)c1C=NCCN1CCNCC1 | 10.7
Nc1ccc(CC2=NCCN2)cc1 | 7.6
O=C1NC(=O)N(Cc2ccccc2)C(=O)C1Cc1ccccc1 (centres undefined) | 0.1

(cont.)
SMILES | PAFAH2 FP inh
CC1CCOC(=O)C=CC=CC(=O)OC2CC3OC4C5OC5(C)C(O)CC4(COC(=O)C1O)C2(C)C31CO1 (centres undefined) | 1.6
CC[C@H]1CN2CCC1C[C@@H]2[C@H](O)c1ccnc2ccc(OC)cc12 (some centres undefined) | -7.2
COc1ccc(CN2CCN(C(=O)COc3cccc(C)c3)CC2)c(OC)c1 | 2.7
c1cnc(OCCN2CC2)cn1 | 0.1
CCC1CN1P(=O)(N1CCCC1)N1CC1CC (centres undefined) | 0.3
CCOC(=O)[C@]12Cc3cc(Cl)ccc3[C@H]1N(Cc1ccccc1)C(=O)c1ccccc12 | 3.1
CCOP(=O)(CCP(=O)(OCC)OCC)OCC.C[CH2][Sn]([Cl])([Cl])[CH2]C | 0.3
Cc1cccc(NP2(=O)NCCCN2)c1 | 5.0
CCOC(=O)c1cc2c(cn1)[C@H](CCO)NC2 | 0.5
O=P(Oc1ccccc1)(N1CCOCC1)N1CCOCC1 | -5.5
CCOP(=O)(NC(C)C)Oc1ccc(SC)c(C)c1 (centres undefined) | 5.2
CC12CCC(O)CC1CCC1C2CCC2(C)C(C(=O)CC(O)C(F)(F)F)CCC12 (centres undefined) | 2.7
O=P(Oc1ccccc1)(Oc1ccccc1)N1CCOCC1 | -5.0
C(#CCN1CCCC1)CN1CCCC1 | -1.7
COC(=O)Nc1nc2ccccc2[nH]1 | 9.7

Shown as labelled records: part of the list above
canonical_smiles: O=c1[nH]c(=S)n(-c2ccccc2)c(O)c1C=NCCN1CCNCC1
  PAFAH2 FP inh = 10.7

canonical_smiles: CC(=O)N1Cc2cnnn2-c2ccccc2C1(C#N)Cc1ccccc1 (centres undefined)
  PAFAH2 FP inh = -2.4

canonical_smiles: CC1(C)CCCN1CCC(C(N)=O)(c1ccccc1)c1ccccc1
  PAFAH2 FP inh = -0.2

canonical_smiles: CC12CCC3C(CCC4(O)CC(O)CCC34C=O)C1(O)CCC2C1=CC(=O)OC1 (centres undefined)
  PAFAH2 FP inh = 11.0

Following part:
SMILES | PAFAH2 FP inh
Cc1nc2cc(-c3ccc(Cl)cc3)nn2c(C)c1CCC(=O)N1CCC2(CC1)OCCO2 | 3.3
CC12C=CC(=O)C=C1CCC1C2C(O)CC2(C)C1CCC2(C)O (centres undefined) | 6.3
S=P(NCCSCc1ccccc1)(N1CC1)N1CC1 | 1.0
Oc1ccc(O)c2c1C1(Cl)C(Cl)=C(Cl)C2(Cl)C1(Cl)Cl | -16.0
COc1ccc(NP2(=O)OCC(C)(N)CO2)cc1 (centres undefined) | 2.1
O=P(O)(Oc1ccccc1)c1ccccc1 | 5.6
CC12CCC3C(CCCC4CC(=O)CCC43C)C1CCC2O (centres undefined) | 2.4
CCOC(=O)[C@]12Cc3cc(OC)ccc3[C@H]1N(Cc1ccccc1)C(=O)c1ccccc12 | 0.5
COC1=C(C)C(=O)C2=C(C1=O)C(CO)N1C(C#N)C3CC4C(C1C2N1CCOC41)N3C (centres undefined) | -0.3
O=C1NC(=O)C(Cc2ccccc2)(Cc2ccccc2)C(=O)N1 | 5.8
c1ccc(NC2=NCCCS2)cc1 | -3.3
Cc1ccc(C(=O)N2CC2C)cc1 (centres undefined) | 2.3
CC1NC(=O)NC(=O)C1Br (centres undefined) | 2.5
COc1cc2c(cc1OC)C13CCN4CC5CCOC6CC(=O)N2C1C6C5CC43 (centres undefined) | 0.1
NC(=O)Cn1cc(C=C2C(=O)NC(=O)NC2=O)c2ccccc21 | -2.3
COc1ccc2c(c1)C13CCN(C)C(C2)C1CCC1(C3)OCCO1 (centres undefined) | -3.4
CCC1(Oc2ccccc2)C(=O)NC(=O)NC1=O | 0.4
CCCOC(=O)C1C2CCC(O2)C1C(=O)O (centres undefined) | 4.6
CC1([N+](=O)[O-])COP(=O)(Nc2ccccc2F)OC1 (centres undefined) | 1.1
Cc1ccc(/C=C2\C(=O)NC(=S)N(c3ccc(F)cc3)C2=O)o1 | 10.8
CC(=O)NC1=C(N2CC2C)C(=O)C(NC(C)=O)=C(N2CC2C)C1=O (centres undefined) | -1.1
Oc1c(Br)cc(-c2ccccc2)cc1Br | 4.3
COc1ccc(-c2cc(=NCCCCCC(=O)O)c3cc(C)ccc3o2)cc1 | 5.4&4.4
CN1CCc2cc3c(cc2C1)OCO3 | 3.8
CCCC(C)CC1(CCO)C(=O)NC(=S)NC1=O (centres undefined) | 1.8
C[C@]12CCC3C(CC[C@H]4C[C@H](O)CC[C@]34C)C1C[C@H](O)[C@H]2O (some centres undefined) | 0.3
CC(O)C1C=CC=CC(=O)OC2CC3OC4C5OC5(C)C(O)CC4(COC(=O)C(O)C(C)CCO1)C2(C)C31CO1 (centres undefined) | -0.1
Cn1cc(Br)c(C(=O)Nc2ccc3c(C(F)(F)F)cc(=O)oc3c2)n1 | 0.9
CC[C@@H](O)C[C@H]1CCC[C@@]2(C[C@@H]3OC(=O)/C=C/[C@@](C)(O)[C@@H](O)[C@H](C)[C@@H](O)[C@H](OC4CCC(N(C)C)C(C)O4)[C@@H](O)[C@](C)(O)CCCCC/C=C/[C@@H]4CC(C)(C)O[C@@]4(O)C[C@H](O2)[C@H]3C)O1 (some centres undefined) | -0.8
NCCc1cc(O)c(O)cc1O | 71.5*
Cc1ccc2c(c1)NP(=S)(Oc1ccccc1)N2 (centres undefined) | -1.6
CC(C)(C)C(=O)C(Oc1ccc(Cl)cc1)n1cncn1 (centres undefined) | 0.4
Cn1c(=O)c2c(nc(-c3ccc(N(CCCl)CCCl)cc3)n2C)n(C)c1=O | 2.4
O=[As](O)(O)c1ccc(N=Nc2ccc(O)cc2)cc1 | 9.2
O=C1CC(=O)N(Cc2ccccc2)C(=O)N1 | 1.8
Cc1nn(CC(C)C)c(Cl)c1C(=O)NC1CCCCC1 | 3.2
COc1ccccc1C=C1C(=O)NC(=S)NC1=O | 0.0
C=CCC1(Cc2ccsc2)C(=O)NC(=O)NC1=O | -0.9
c1ccc2c(c1)cc1ccc3cccc4ccc2c1c34 | -1.8
O=C(CF)N(O)c1ccc(C=Cc2ccccc2)cc1 | 4.3
c1ccc(CNC2CN3CCC2CC3)cc1 (centres undefined) | 6.9
CN(C(=O)Oc1cccc2ccccc12)C1C=CCC1 (centres undefined) | -4.3
Cc1cc(C(=O)OCC(=O)Nc2c(F)cccc2F)c(C)n1C1CC1 | -1.6
CCCCOC(=O)c1ccccc1N | 2.7
CC(C)NC(=O)Cn1cc(C(=O)c2ccccc2)c2ccccc21 | 2.3
N#CC1c2ccccc2-n2nncc2CN1S(=O)(=O)c1ccccc1 (centres undefined) | 2.3
C[N+](C)(C)CC1CCCC(C[N+](C)(C)C)C1=O (centres undefined) | -1.5
O=c1[nH]c(=S)n(-c2ccccc2Cl)c(O)c1C=NCCN1CCNCC1 | 6.1
COCCCNP1(=O)OCC(C)([N+](=O)[O-])CO1 (centres undefined) | 1.6
N#Cc1ncc(N=Cc2ccc(N(CCCl)CCCl)cc2)s1 | 0.7
CC1=CC(C)CC(C)OC(=O)CC(c2ccc(O)cc2)NC(=O)C(Cc2c(Br)[nH]c3ccccc23)N(C)C(=O)C(C)NC(=O)C(C)C1 (centres undefined) | -2.9
CC1(CCO)C(=O)NC(=S)NC1=O | -2.8
CC(=O)Nc1nc(CCl)cs1 | -1.7
CC1C(=O)OC2CCN3CC=C(COC(=O)C(C)(O)C1(C)O)C23 (centres undefined) | -2.3

A portion of the library, so the mix of outcomes need not match the whole.
